Screening data from PubChem.
tim23-1 inh – growth inhibitors of tim23-1 mutant yeast, primary screen, luminescence, uHTS; S. cerevisiae tim23-1 growth, BacTiter-Glo luminescence, 24 h; AID 463212, 2010; inhibition, % at 20 µM; 330,000 compounds, 1.3% hits;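 active = growth inhibition of the mutant yeast at or above 50%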;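 also: temperature-sensitive mutant grown at 25 °C; plate controls were DMSO-treated mutant yeast for no effect and medium wells lacking yeast for full effect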
tim10-1 inh – growth inhibitors of tim10-1 mutant yeast, primary screen, luminescence, uHTS; 330,000 compounds, 2.2% hits; inhibition, % at 20 µM; S. cerevisiae tim10-1 ts strain growth, BacTiter-Glo, 24 h;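 active = inhibition of at least 40%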;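 also: mutant grown at 25 °C; 0% = DMSO wells with yeast and 100% = wells holding no yeast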
UPR XBP1 act – activators of adaptive XBP1 UPR arm, primary screen, cell-based, CHO-XBP1 luciferase reporter, luminescence, uHTS; IRE1-XBP1 UPR activation; percent of tunicamycin response, DMSO as zero; activation, % at 20 µM; 330,000 compounds, 0.33% hits; AID 463104, 2010;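 active = versus positive control, 20 µM dose yields 30% or more activation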;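 also: 100% = tunicamycin at 10 µg/mL and 0% = DMSO only wells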
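assay system = CHO-XBP1 luciferase reporter cells | amount = 1000 cells/well | buffer or medium = F12 plus 10% FBS | compound dosing = single point, 20 µM final compound, 1% DMSO | incubation = 16-18 h cell attachment at 37 °C, then 6 h compound exposure | detection = Steady-Glo luminescence read | controls = tunicamycin 10 µg/mL and vehicle-only wells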
CXCR6 inh – CXCR6 receptor inhibitors, primary screen, cell-based, beta-arrestin, luminescence, CHO-K1 PathHunter, 1536-well; C-X-C chemokine receptor type 6 (Homo sapiens), O00574; 360,000 compounds, 0.36% hits; inhibition, % at 20 µM; in the data active = inhibition above about 34%, passing the limit was not always enough;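 also: antagonist mode with CXCL16 agonist at 10 nM final; 0% = 10 nM CXCL16 with DMSO and 100% = unstimulated wells without agonist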
Target sequence (O00574 whole entry, looked up): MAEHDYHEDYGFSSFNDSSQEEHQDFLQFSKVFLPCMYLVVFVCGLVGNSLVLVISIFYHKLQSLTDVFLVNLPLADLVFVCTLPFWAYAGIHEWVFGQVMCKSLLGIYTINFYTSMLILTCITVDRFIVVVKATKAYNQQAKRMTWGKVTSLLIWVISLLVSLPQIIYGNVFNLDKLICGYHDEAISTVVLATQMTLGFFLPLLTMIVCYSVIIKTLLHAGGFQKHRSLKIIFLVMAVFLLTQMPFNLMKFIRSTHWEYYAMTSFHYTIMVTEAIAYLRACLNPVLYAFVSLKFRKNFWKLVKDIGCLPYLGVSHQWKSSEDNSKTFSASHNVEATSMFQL
UPR CHOP act – activators of apoptotic CHOP UPR arm, primary screen, cell-based, CHO-CHOP luciferase reporter, luminescence, uHTS. AID 449763, 2010. 330,000 compounds, 0.34% hits. activation, % at 10 µM. UPR activation; percent of tunicamycin response over DMSO baseline;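 active = at 10 µM dose, activation of 40% or more, normalized to positive control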;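 also: 100% = tunicamycin at 10 µg/mL and 0% = DMSO alone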
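Assay system: CHO cells with stable CHOP pathway luciferase reporter; Buffer or medium: F12 plus 10% serum; Times: 16-18 h cell attachment, then 6 h compound exposure, 37 °C; Signal: luciferase luminescence; Read-out basis: percent activation relative to tunicamycin control; Control set: tunicamycin high control, DMSO low control.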
APJ antag – antagonists of human apelin receptor APJ, primary screen, CHO-K1 cells, beta-arrestin complementation, luminescence; inhibition, % at 20 µM; P35414; 330,000 compounds, 0.32% hits;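 active = inhibition above about 40% at 20 µM, limit read from the data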;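 also: cells challenged with 10 nM apelin-13 agonist together with compound; plate controls were apelin-13 plus DMSO wells for no effect and DMSO wells lacking apelin-13 for full effect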
Target sequence (P35414 whole entry, looked up): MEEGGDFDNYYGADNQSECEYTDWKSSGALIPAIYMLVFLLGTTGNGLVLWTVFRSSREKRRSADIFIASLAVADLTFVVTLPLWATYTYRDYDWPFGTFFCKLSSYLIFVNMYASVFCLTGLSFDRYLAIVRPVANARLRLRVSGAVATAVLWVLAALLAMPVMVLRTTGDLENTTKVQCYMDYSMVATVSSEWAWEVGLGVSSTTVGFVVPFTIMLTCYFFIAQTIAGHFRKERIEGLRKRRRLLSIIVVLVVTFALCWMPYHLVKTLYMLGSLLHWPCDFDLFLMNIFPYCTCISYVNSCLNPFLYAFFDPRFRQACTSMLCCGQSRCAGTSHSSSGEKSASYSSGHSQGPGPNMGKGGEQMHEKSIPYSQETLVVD
Mdm2 MdmX PPI – inhibitors of human Mdm2-MdmX association, primary screen, cell-based, luminescence, split luciferase, SaOS-2, uHTS | 330,000 compounds, 3% hits | inhibition, % at 8 µM | SaOS-2 split-luciferase Mdm2/MdmX complementation | Protein Mdm4 (Homo sapiens) + E3 ubiquitin-protein ligase Mdm2 (Homo sapiens), … | AID 485346, 2010;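 active = inhibition of at least 50% at 8 µM in the primary screen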
TIM10 inh – growth inhibitors of isogenic TIM10 control yeast, primary screen, counter-screen for tim10-1 yeast inhibitor project, luminescence, uHTS | S. cerevisiae TIM10 strain growth, BacTiter-Glo luminescence, 24 h | inhibition, % at 10 µM | 330,000 compounds, 1.4% hits | AID 463195, 2010;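 active = inhibition of 40% or more at the single tested concentration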;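 also: wild-type TIM10 isogenic control strain grown at permissive 25 °C; 0% = DMSO yeast wells and 100% = minimal medium wells without yeast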
APJ ag – agonists of human apelin receptor APJ, primary screen, CHO-K1 cells, PathHunter beta-arrestin, luminescence. P35414. activation, % at 20 µM. 0% DMSO wells, 100% apelin. 330,000 compounds, 0.11% hits;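 active = activation more than six SD over the plate average, tested at 20 µM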;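 also: 0% = DMSO alone and 100% = apelin-13 at 10 nM; some results filed as inactive read as strong as hits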
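Test system: CHO-K1 APJ beta-arrestin complementation cell line. Amount: cell density 1000 per well. Controls: DMSO negative, 10 nM Apelin-13 positive. Signal: luminescent beta-gal fragment complementation, chemiluminescent substrate. Read-out basis: agonist-driven arrestin binding to APJ. Timing: compound stimulation 90 min at 25 °C, detection 60 min.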
* marks the source's active call; other numbers are inactive results. The list is partial; count on the stated rates, not on these rows.

entry	canonical_smiles	APJ antag	tim23-1 inh	TIM10 inh	UPR XBP1 act	CXCR6 inh
1	Cc1ccc2oc(=O)n(CCC(=O)Nc3ccc(N4CCOCC4)cc3)c2c1	-9	2	6	-4	-5
2	CC(C)c1cccc(C(C)C)c1NC(=O)c1ccccc1	11	3	4	-2	-2
3	COc1ccc(C(=O)Nc2cc(-c3ccc(C)cc3)no2)cc1	-13	-21	-9	4	-7
4	Cc1ccsc1C(=O)OCC(=O)Nc1cccc(S(=O)(=O)NC2=NCCCCC2)c1	11	16	11	-3	1
5	COc1ccc(S(=O)(=O)N(CC(=O)NC2CCCCC2)c2ccc(F)cc2)cc1	14	-1	-11	-1	1
6	Cc1nc(C(F)(F)F)c(C(=O)NC(=O)Nc2ccccc2)s1	5	-1	-1	1	6
7	CCOc1ccc(OC(=O)C(CCS(C)(=O)=O)N2C(=O)c3ccccc3C2=O)cc1 (stereo not given)	-11	18	10	1	5
8	O=C1c2ccccc2NC(c2ccc(Cl)cc2Cl)N1O (stereo not given)	17	10	12	-5	-4

entry	Mdm2 MdmX PPI	tim10-1 inh	UPR CHOP act	APJ ag
1	3	8	1.0	11
2	7	19	-0.8	-1
3	38	-20	0.8	0
4	-21	10	1.0	0
5	15	2	2.5	2
6	-5	14	-2.1	-3
7	2	-1	-2.2	-1
8	65*	-11	-1.9	-4

In a second layout: 4 of the compounds above
3	COc1ccc(C(=O)Nc2cc(-c3ccc(C)cc3)no2)cc1
- APJ antag = -13
- tim23-1 inh = -21
- TIM10 inh = -9
- UPR XBP1 act = 4
- CXCR6 inh = -7
- Mdm2 MdmX PPI = 38
- tim10-1 inh = -20
- UPR CHOP act = 0.8
- APJ ag = 0

4	Cc1ccsc1C(=O)OCC(=O)Nc1cccc(S(=O)(=O)NC2=NCCCCC2)c1
- APJ antag = 11
- tim23-1 inh = 16
- TIM10 inh = 11
- UPR XBP1 act = -3
- CXCR6 inh = 1
- Mdm2 MdmX PPI = -21
- tim10-1 inh = 10
- UPR CHOP act = 1.0
- APJ ag = 0

5	COc1ccc(S(=O)(=O)N(CC(=O)NC2CCCCC2)c2ccc(F)cc2)cc1
- APJ antag = 14
- tim23-1 inh = -1
- TIM10 inh = -11
- UPR XBP1 act = -1
- CXCR6 inh = 1
- Mdm2 MdmX PPI = 15
- tim10-1 inh = 2
- UPR CHOP act = 2.5
- APJ ag = 2

6	Cc1nc(C(F)(F)F)c(C(=O)NC(=O)Nc2ccccc2)s1
- APJ antag = 5
- tim23-1 inh = -1
- TIM10 inh = -1
- UPR XBP1 act = 1
- CXCR6 inh = 6
- Mdm2 MdmX PPI = -5
- tim10-1 inh = 14
- UPR CHOP act = -2.1
- APJ ag = -3

More results.
entry	canonical_smiles	APJ antag	tim23-1 inh	TIM10 inh	UPR XBP1 act	CXCR6 inh
9	CC(C)(C)NC(=O)C(c1ccccn1)N(C(=O)c1csnn1)C1CCCCC1 (stereo not given)	-2	12	-1	-2	-1
10	CCS(=O)(=O)Nc1ccc(C(=O)c2ccccc2)cc1	8	13	9	-2	-8
11	O=C(NCCC1CCCCN1S(=O)(=O)c1ccc(F)cc1)C(=O)Nc1ccccc1 (stereo not given)	5	23	5	-3	14
12	O=C(CN1CCN(Cc2ccccc2)CC1)NCC1COc2ccccc2O1 (stereo not given)	-3	13	7	-2	13
13	CCOC(Cn1c(SCc2cc(C(C)=O)ccc2OC)nc2ccccc2c1=O)OCC	5	-15	-28	1	6
14	O=C(O)CSc1nnc(Cc2ccccc2)n1Cc1ccccc1	9	8	10	-1	1
15	COc1ccc(CC(=O)N/N=C\c2cc(Br)c(O)c(Br)c2)cc1	-27	2	-2	-6	-13
16	Cc1nnc(NC(=O)c2c(-c3ccccc3Cl)noc2C)s1	1	5	4	-2	-7

entry	Mdm2 MdmX PPI	tim10-1 inh	UPR CHOP act	APJ ag
9	-2	15	0.2	-2
10	-20	2	-0.2	3
11	10	17	1.2	4
12	20	7	-1.5	-1
13	30	-4	-1.1	0
14	5	8	-0.5	-3
15	15	-24	1.8	-2
16	0	-1	0.3	-1

entry	canonical_smiles	APJ antag	tim23-1 inh	TIM10 inh	UPR XBP1 act	CXCR6 inh
17	Cc1occc1C(=O)NNC(=S)NCc1ccc(Cl)cc1	-8	-4	13	1	-2
18	FC(F)(F)c1cccc(-c2ccn3ncnc3n2)c1	-7	1	10	1	10
19	O=c1[nH]c(/C=C/c2ccccc2)c([N+](=O)[O-])c(=O)[nH]1	1	-8	9	-3	-3
20	CCCNc1c(NS(=O)(=O)c2cccc(C#N)c2)c(=O)oc2ccccc12	-57	3	-3	-6	2
21	O=C(NC(Cc1ccccc1)C(=O)O)/C(=C/c1ccco1)NC(=O)c1cccc([N+](=O)[O-])c1 (stereo not given)	18	12	-4	4	-9
22	C[N+](C)(C)CC(=O)N1CCN(c2ccc3ccccc3n2)CC1	-24	-5	-59	-2	-2
23	N#CC1=C(N)Oc2cc(N)ccc2C1c1ccccc1F (stereo not given)	10	-6	6	-4	-11
24	O=C(CNC(=O)c1ccccc1)N/N=C/c1ccc([N+](=O)[O-])o1	-33	14	16	2	-10
25	COC(=O)c1ccccc1NC(=O)c1nc2nc(C)cc(C)n2n1	4	22	-1	2	-6
26	COc1ccc(N(CC(=O)N2CCN(c3ccccc3F)CC2)S(=O)(=O)c2c(C)noc2C)cc1	2	7	10	-3	-9
27	CCSc1nnc(-c2cc3c(s2)-c2ccccc2CC3)o1	13	14	8	4	0

entry	Mdm2 MdmX PPI	tim10-1 inh	UPR CHOP act	APJ ag
17	16	-5	1.4	-3
18	9	15	0.9	-2
19	7	9	0.1	-2
20	14	-3	-1.2	-1
21	18	-6	-0.4	-3
22	11	-17	-0.7	-2
23	56*	12	-1.1	-4
24	22	18	-2.0	5
25	14	15	2.4	-4
26	-3	19	1.1	-1
27	-46	15	5.2	1
